Screening results from PubChem BioAssay.
CatB inh – blocks human cathepsin B protease activity | P07858 | purified cathepsin B, fluorogenic substrate, fluorescence | inhibition, %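 (tested at 10 µM)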 | 0.1% of 63,000 active; in the data active = inhibition above about 21%;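 note: 0% = enzyme with no compound and 100% = no enzyme blank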
CatB mixtures – inhibitors of human cathepsin B in compound mixtures. P07858. Purified cathepsin B, AMC dipeptide fluorescence. inhibition, %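 (ten-compound pools at 5 µM per compound and 50 µM total)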. 0.06% of 62,000 active. AID 488; in the data active = inhibition above about 22%, passing the limit was not always enough; inconclusive = no clear call, values can overlap the other calls;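 note: 0% = enzyme without compound and 100% = no enzyme blank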
A340 absorber – compound absorbs light at 340 nm; fold change at 10 µM; AID 708; compound absorbance at 340 nm, fold over control; 65,000 tested, under 10 active;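 active = at 10 µM dose, initial 340 nm absorbance at least 2 fold that of control wells; inactive = change under 2 fold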;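 note: initial absorbance extrapolated from kinetic A340 decline of NADH oxidation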
CatG inh – inhibitors of human cathepsin G; P08311; purified enzyme, AMC-tetrapeptide fluorescence, pooled mixtures; inhibition, % at 5 µM (by protocol); 0.2% of 62,000 active;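 active = inhibition above 20% in each of the two mixture wells holding the compound; inactive = inhibition of 20% or less in either well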;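 note: 0% = enzyme control without mixture and 100% = blank lacking enzyme; strong numbers were not always called active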
C1s inh – human complement C1s inhibition | purified C1s, fluorogenic AMC substrate, pooled mixtures | mean inhibition % of two 10-compound mixtures (active compounds read high), % at 5 µM (by protocol) | P09871 | AID 538 | 0.16% of 62,000 active;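 active = inhibition above 20% in each of the two 10-compound mixture wells holding the compound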;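 note: 0% = enzyme wells lacking compound mixture and 100% = no-enzyme blank wells; some compounds called inactive have numbers as strong as hits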
CatL block – blocks human cathepsin L protease activity; P07711; purified cathepsin L, fluorogenic substrate, fluorescence; inhibition, %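 (tested at 10 µM)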; 0.17% of 58,000 active; in the data active = inhibition above about 45%;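 note: 0% = enzyme with no compound and 100% = no enzyme blank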
Target sequence (P07711 114-288 limits assumed): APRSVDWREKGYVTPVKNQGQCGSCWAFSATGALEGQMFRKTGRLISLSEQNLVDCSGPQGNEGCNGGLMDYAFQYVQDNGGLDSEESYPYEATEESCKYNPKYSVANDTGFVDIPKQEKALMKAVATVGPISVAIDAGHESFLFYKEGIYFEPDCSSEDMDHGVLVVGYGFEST
Target sequence (P07711 292-333 limits assumed): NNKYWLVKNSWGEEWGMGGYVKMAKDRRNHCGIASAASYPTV
CatS block – inhibitors of human cathepsin S; 0.06% of 62,000 active; AID 501; P25774; recombinant cathepsin S, AMC dipeptide fluorescence, pooled mixtures; inhibition, %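 (tested at 5 µM per compound within 10-compound mixtures)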; in the data active = inhibition above about 32%, passing the limit was not always enough; inconclusive = no clear call, values can overlap the other calls;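 note: 0% = enzyme without compound and 100% = blank without enzyme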
FXIa inh mix – factor XIa (human) inhibition, mixture screen. purified FXIa, fluorogenic substrate, pooled mixtures. P03951. inhibition, % at 5 µM. 0.19% of 62,000 active. AID 680;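 note: each value is inhibition by a whole ten-compound pool holding the compound; 0% = enzyme with no mixture and 100% = wells lacking enzyme; strong numbers were not always called active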
FXIIa mix inh – factor XIIa (human) inhibition, mixture screen. P00748. purified FXIIa, fluorogenic substrate, pooled mixtures. inhibition, % at 5 µM. 0.2% of 62,000 active;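 note: 0% = enzyme without compound and 100% = no enzyme blank; some results filed as inactive read as strong as hits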
Target sequence (P00748 20-372 limits assumed): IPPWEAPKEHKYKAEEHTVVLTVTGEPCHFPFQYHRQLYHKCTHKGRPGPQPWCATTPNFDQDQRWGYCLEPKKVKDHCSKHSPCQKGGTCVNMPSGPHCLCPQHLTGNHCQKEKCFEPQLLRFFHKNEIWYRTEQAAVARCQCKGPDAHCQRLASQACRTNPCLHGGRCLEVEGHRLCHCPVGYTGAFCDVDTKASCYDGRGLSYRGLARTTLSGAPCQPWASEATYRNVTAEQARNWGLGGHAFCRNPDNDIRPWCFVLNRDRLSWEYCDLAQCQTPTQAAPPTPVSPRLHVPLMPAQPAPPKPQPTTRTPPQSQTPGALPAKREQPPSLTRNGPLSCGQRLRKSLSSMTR
Target sequence (P00748 373-615 limits assumed): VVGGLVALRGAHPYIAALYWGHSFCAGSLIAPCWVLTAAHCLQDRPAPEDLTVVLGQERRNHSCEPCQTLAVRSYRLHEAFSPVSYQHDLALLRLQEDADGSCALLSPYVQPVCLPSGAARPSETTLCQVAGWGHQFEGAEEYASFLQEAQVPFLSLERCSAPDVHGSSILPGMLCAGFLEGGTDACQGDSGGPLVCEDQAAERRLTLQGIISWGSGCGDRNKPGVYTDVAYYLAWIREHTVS
Numbers without * were called inactive. Cut-off read from the data, not from the text of the source, unless noted: active = inhibition above about 20% (passing the limit was not always enough); inactive = the rest. The list is partial; the hit share may differ from the screen's.

What do the screens show for `Cc1c(N=C/C=C/c2ccccc2)c(=O)n(-c2ccccc2)n1C`?
CatB mixtures: 3; A340 absorber: 1.2; CatG inh: 8; C1s inh: 21; CatL block: 25; CatS block: 12; FXIa inh mix: 8; FXIIa mix inh: 5

What do the screens show for `CCOc1ccc(S(=O)(=O)N2CCN(c3ccccc3OC)CC2)c2cccnc12`?
CatB inh: 2; CatB mixtures: -2; A340 absorber: 1; CatG inh: 9; C1s inh: 9; CatL block: 5; CatS block: -2; FXIa inh mix: 7; FXIIa mix inh: 5

Results for CCC(C)N(CCNC(=O)CC1Oc2ccc(C)cc2NC1=O)C1CCCCC1 (stereo not given) ?
CatB inh: 0; CatB mixtures: 1; A340 absorber: 1; CatG inh: -1; C1s inh: -51; CatS block: -8; FXIa inh mix: -15; FXIIa mix inh: 7

Results for COCCn1nnnc1C(c1ccc(OC)c(OC)c1)N1CCc2ccccc21 (stereo not given) ?
CatB inh: 1; CatB mixtures: 3; A340 absorber: 1; CatG inh: 3; C1s inh: -16; CatL block: 1; CatS block: 5; FXIa inh mix: -11; FXIIa mix inh: -2

What do the screens show for `COc1ccc2[nH]c(=O)c(CN(C(=O)c3ccccn3)c3ccccc3)cc2c1`?
CatB inh: 1; CatB mixtures: 4; A340 absorber: 1.1; CatG inh: 10; C1s inh: 14; CatL block: 27; CatS block: 5; FXIa inh mix: 5; FXIIa mix inh: 3

What do the screens show for `O=C(O)CCC(=O)N1CCc2cc(S(=O)(=O)N3CCC(Cc4ccccc4)CC3)ccc21`?
CatB inh: 6; CatB mixtures: 7; A340 absorber: 1.1; CatG inh: -2; C1s inh: -49; CatL block: 12; CatS block: 11; FXIa inh mix: 4; FXIIa mix inh: -2

What do the screens show for `CCOC(=O)CSc1nnc(CNC(=O)c2cc(OC)c(OC)c(OC)c2)n1C`?
CatB inh: 7; CatB mixtures: 3; A340 absorber: 0.98; CatG inh: 12; C1s inh: 1; CatL block: 6; CatS block: -8; FXIa inh mix: 6; FXIIa mix inh: 1

How did CCOC(=O)N1CCN(C(c2cccc(OC)c2)c2sc3nc(C)nn3c2O)CC1 (stereo not given) do in these assays?
CatB inh: 4; CatB mixtures: 2; A340 absorber: 1; CatG inh: -3; C1s inh: -1; CatL block: 2; CatS block: 12; FXIa inh mix: 7; FXIIa mix inh: 6

Results for CC1CCN(C(=O)CSCC(=O)Nc2nc(-c3cccs3)cs2)CC1 ?
CatB inh: 2; CatB mixtures: 4; A340 absorber: 1; CatG inh: 9; C1s inh: -34; CatL block: 19; CatS block: 8; FXIa inh mix: 3; FXIIa mix inh: 12

Results for CCn1c(=O)cc(OCC(=O)Nc2cc(C)ccn2)c2ccccc21 ?
CatB inh: -5; CatB mixtures: 7; A340 absorber: 0.99; CatG inh: 2; C1s inh: 0; CatL block: 4; CatS block: 12; FXIa inh mix: 7; FXIIa mix inh: 3

Results for C=CCN1C(=O)c2ccccc2Sc2ccc(C(=O)N3CCN(C)CC3)cc21 ?
CatB inh: 4; CatB mixtures: -1; A340 absorber: 1; CatG inh: -9; C1s inh: -36; CatL block: 2; CatS block: -6; FXIa inh mix: -3; FXIIa mix inh: 7

How did COc1cc(C(=O)Nc2c(-c3ccccn3)c(=O)c3ccccc3n2C)cc(OC)c1OC do in these assays?
CatB inh: 5; CatB mixtures: 1; A340 absorber: 1; CatG inh: 3; C1s inh: 1; CatL block: 7; CatS block: -1; FXIa inh mix: 5; FXIIa mix inh: -13

Results for CCCN(CCO)Cc1ccc(Cl)c(Cl)c1 ?
CatB mixtures: 0; A340 absorber: 1.1; CatG inh: 6; C1s inh: 10; CatL block: 25; CatS block: 17; FXIa inh mix: 0; FXIIa mix inh: 2

Results for O=C1C(=O)N(CCCn2ccnc2)C(c2cccnc2)/C1=C(/O)c1ccc(Br)cc1 (stereo not given) ?
CatB inh: 0; CatB mixtures: 1; A340 absorber: 1.1; CatG inh: 8; C1s inh: 42; CatS block: 0; FXIa inh mix: 2; FXIIa mix inh: 4

Results for Cc1ccc(OCCN2C(=O)CSC2=O)cc1 ?
CatB inh: 3; CatB mixtures: 34; A340 absorber: 0.99; CatG inh: 8; C1s inh: 13; CatL block: 1; CatS block: inconclusive; FXIa inh mix: 4; FXIIa mix inh: 2

How did CCOC(=O)c1ccccc1NC(=O)CC1Nc2ccccc2NC1=O (stereo not given) do in these assays?
CatB inh: 0; CatB mixtures: -2; A340 absorber: 1.1; CatG inh: -11; C1s inh: -40; CatL block: -13; CatS block: -4; FXIa inh mix: -2; FXIIa mix inh: -14

Results for O=C(N1CCOCC1)N1CCN(S(=O)(=O)N2CCOCC2)CC1 ?
CatB inh: -1; CatB mixtures: 7; A340 absorber: 1; CatG inh: 4; C1s inh: 2; CatL block: -1; CatS block: 6; FXIa inh mix: 4; FXIIa mix inh: -1

How did COc1ccc2c(C(=O)CN3CC(C)OC(C)C3)c[nH]c2c1 (stereo not given) do in these assays?
CatB inh: 8; CatB mixtures: 7; A340 absorber: 1; CatG inh: 13; C1s inh: 18; CatL block: -8; CatS block: -3; FXIa inh mix: 3; FXIIa mix inh: 2

How did CC(C)OCCCNC(=O)NC12CC3CC(CC(C3)C1)C2 do in these assays?
CatB inh: 2; CatB mixtures: 2; A340 absorber: 1; CatG inh: 10; C1s inh: 19; CatL block: 4; CatS block: -2; FXIa inh mix: 5; FXIIa mix inh: -1

Results for Cc1cc(C(=O)COC(=O)CCc2nc3ccccc3s2)c(C)n1C ?
CatB inh: -2; CatB mixtures: 4; A340 absorber: 1; CatG inh: -1; C1s inh: -1; CatL block: -4; CatS block: 0; FXIa inh mix: 4; FXIIa mix inh: 0

What do the screens show for `CCC(=O)c1ccc(OCC(O)Cn2cnc3ccccc32)cc1` (stereo not given)?
CatB inh: 10; CatB mixtures: 5; A340 absorber: 1.1; CatG inh: -2; C1s inh: 2; CatL block: -1; CatS block: 14; FXIa inh mix: 5; FXIIa mix inh: 3

Results for COc1ccc(NC(=O)C2=C(C)Nc3ncnn3C2c2ccccc2C(F)(F)F)c(OC)c1 (stereo not given) ?
CatB inh: 1; CatB mixtures: 7; A340 absorber: 1; CatG inh: -12; C1s inh: -6; CatL block: 17; CatS block: 3; FXIa inh mix: 1; FXIIa mix inh: -17

How did Cc1sc2nc3c4ccccc4c(NCc4ccco4)nn3c(=O)c2c1C do in these assays?
CatB inh: 4; CatB mixtures: 5; A340 absorber: 1.1; CatG inh: 6; C1s inh: -20; CatL block: -25; CatS block: 2; FXIa inh mix: -2; FXIIa mix inh: -2

What do the screens show for `COc1ccc(NC(=O)c2ccco2)cc1NC(=O)c1ccco1`?
CatB inh: -5; CatB mixtures: 7; A340 absorber: 1.1; CatG inh: 0; C1s inh: 2; CatL block: 15; CatS block: 5; FXIa inh mix: 6; FXIIa mix inh: 8

Sorted by molar mass (falling): some entries from above.
How did COc1ccc2c(C(=O)CN3CC(C)OC(C)C3)c[nH]c2c1 (stereo not given) do in these assays?
CatB inh: 8; CatB mixtures: 7; A340 absorber: 1; CatG inh: 13; C1s inh: 18; CatL block: -8; CatS block: -3; FXIa inh mix: 3; FXIIa mix inh: 2

How did CC(C)OCCCNC(=O)NC12CC3CC(CC(C3)C1)C2 do in these assays?
CatB inh: 2; CatB mixtures: 2; A340 absorber: 1; CatG inh: 10; C1s inh: 19; CatL block: 4; CatS block: -2; FXIa inh mix: 5; FXIIa mix inh: -1

Results for CCCN(CCO)Cc1ccc(Cl)c(Cl)c1 ?
CatB mixtures: 0; A340 absorber: 1.1; CatG inh: 6; C1s inh: 10; CatL block: 25; CatS block: 17; FXIa inh mix: 0; FXIIa mix inh: 2

(list continues)
What do the screens show for `CCCS(=O)(=O)N1CCCC(C(=O)NCCN(C)Cc2ccccc2)C1` (stereo not given)?
CatB inh: 6; CatB mixtures: 4; A340 absorber: 0.99; CatG inh: 11; C1s inh: 17; CatL block: -4; CatS block: -4; FXIa inh mix: 1; FXIIa mix inh: 2

How did COc1cc(S(=O)(=O)N(Cc2ccc(C)cc2)C2CCCCC2)ccc1-n1cnnn1 do in these assays?
CatB inh: 0; CatB mixtures: 3; A340 absorber: 0.99; CatG inh: -5; C1s inh: -7; CatL block: -3; CatS block: -1; FXIa inh mix: 2; FXIIa mix inh: 1

How did COc1ccc2[nH]c3nc(SCc4nnc(-c5ccc(C)cc5)o4)nnc3c2c1 do in these assays?
CatB inh: -1; CatB mixtures: -5; A340 absorber: 1.1; CatG inh: -5; C1s inh: -42; CatL block: 4; CatS block: -5; FXIa inh mix: -13; FXIIa mix inh: 1

What do the screens show for `Cc1ccc(CS(=O)(=O)CCC(=O)NCc2cccs2)cc1`?
CatB inh: 0; CatB mixtures: 0; A340 absorber: 0.99; CatG inh: 0; C1s inh: 5; CatL block: 15; CatS block: -2; FXIa inh mix: -1; FXIIa mix inh: 16

What do the screens show for `O=C(CN1CCC2(CC1)OCCO2)c1ccc2cc[nH]c2c1`?
CatB inh: 4; CatB mixtures: 2; A340 absorber: 1.1; CatG inh: 7; C1s inh: 6; CatL block: -10; CatS block: -4; FXIa inh mix: 2; FXIIa mix inh: 7

What do the screens show for `O=C(c1ccco1)N1CCC(n2nnc3ccccc32)CC1`?
CatB inh: 0; CatB mixtures: -2; A340 absorber: 0.99; CatG inh: -10; C1s inh: -53; CatL block: -13; CatS block: -15; FXIa inh mix: -15; FXIIa mix inh: 7

What do the screens show for `Cc1cc(C)n2nc(-c3cccnc3)nc2n1`?
CatB inh: 5; CatB mixtures: 6; A340 absorber: 1; CatG inh: 11; C1s inh: 17; CatL block: 7; CatS block: 2; FXIa inh mix: 0; FXIIa mix inh: -2

Results for CC(C)CNc1nc(Oc2ccc(=O)n(-c3ccccc3)n2)nc(N2CCOCC2)n1 ?
CatB inh: 5; CatB mixtures: 3; A340 absorber: 0.99; CatG inh: 10; C1s inh: 4; CatL block: 8; CatS block: 13; FXIa inh mix: 6; FXIIa mix inh: 7

What do the screens show for `OCCOCCNc1ncnc2nc[nH]c12`?
CatB inh: 7; CatB mixtures: 3; A340 absorber: 1.1; CatG inh: -4; C1s inh: -26; CatS block: 17; FXIa inh mix: 9; FXIIa mix inh: -2

How did CC[C@@H](C)[C@H](NC(=O)OC(C)(C)C)c1nnc(S(=O)(=O)Cc2cc(C)ccc2C)o1 do in these assays?
CatB inh: 19; CatB mixtures: 11; A340 absorber: 1.1; CatG inh: 27*; C1s inh: 4; CatL block: 31; CatS block: 8; FXIa inh mix: 18; FXIIa mix inh: 2

What do the screens show for `Cc1ccc(N2CCCn3c2nc2c3c(=O)n(CCN3CCOCC3)c(=O)n2C)cc1`?
CatB inh: -2; CatB mixtures: 1; A340 absorber: 1; CatG inh: -2; C1s inh: -13; CatL block: -4; CatS block: 4; FXIa inh mix: -7; FXIIa mix inh: 9

What do the screens show for `CCCC(C)C(=O)Nc1ccc2c(c1)OCCO2` (stereo not given)?
CatB inh: 1; CatB mixtures: 1; A340 absorber: 1; CatG inh: -6; C1s inh: -8; CatL block: 4; CatS block: -4; FXIa inh mix: 5; FXIIa mix inh: -15

What do the screens show for `Cc1cc(C(F)(F)F)c2c(N)c(C(=O)Nc3cc(C)on3)sc2n1`?
CatB inh: -2; CatB mixtures: -1; A340 absorber: 1; CatG inh: 1; C1s inh: -3; CatL block: -6; CatS block: 0; FXIa inh mix: 6; FXIIa mix inh: -9
